mcGAS inh – inhibitors of mouse cGAS; inhibition, % at 12.5 µM; Q8C6L5; 160,000 tested, 0.15% active; recombinant cGAS, Kinase-Glo ATP depletion luminescence;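 also: 0% = negative control wells and 100% = reference inhibitor with no enzyme activity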
hcGAS inh – human cGAS inhibition; Q8N884; recombinant h-cGAS, ATP depletion, Kinase-Glo luminescence; inhibition, % at 12.5 µM; 290,000 tested, 0.081% active;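 also: 0% = vehicle reaction and 100% = reaction without DNA for no activity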
Target sequence (Q8N884 whole entry, looked up): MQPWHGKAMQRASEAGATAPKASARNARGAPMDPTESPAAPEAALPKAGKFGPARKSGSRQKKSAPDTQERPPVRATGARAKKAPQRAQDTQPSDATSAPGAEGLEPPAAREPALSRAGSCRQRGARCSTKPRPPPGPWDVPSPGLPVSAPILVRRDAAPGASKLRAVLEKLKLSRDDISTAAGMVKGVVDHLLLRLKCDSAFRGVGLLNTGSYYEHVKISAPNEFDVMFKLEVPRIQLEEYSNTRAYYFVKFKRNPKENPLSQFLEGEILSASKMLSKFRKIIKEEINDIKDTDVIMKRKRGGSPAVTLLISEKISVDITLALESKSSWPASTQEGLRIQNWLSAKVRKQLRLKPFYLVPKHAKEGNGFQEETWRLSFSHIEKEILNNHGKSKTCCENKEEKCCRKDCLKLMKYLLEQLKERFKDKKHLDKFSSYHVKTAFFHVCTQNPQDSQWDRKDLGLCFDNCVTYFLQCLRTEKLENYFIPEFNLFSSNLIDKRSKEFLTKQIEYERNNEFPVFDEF
NPYLR7 agonist – mosquito NPYLR7 agonism; 270,000 tested, 0.15% active; HEK293T NPYLR7/Galpha15, GCaMP6s calcium fluorescence; activation, % at 10 µM; AID 1259423; in the data active = activation above about 40%;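 also: 0% = vehicle and 100% = reference agonist at the receptor; some compounds past the cut are filed as inactive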
* = called active by the depositor; x = not tested or not shown; & = joins results of further samples. Rule as the data show it, unless noted: active = inhibition above about 40%; inactive = the rest. This is a subset; count on the stated rates, not on these rows.

Values run as follows: mcGAS inh	hcGAS inh	NPYLR7 agonist
S=P1(N2CCOCC2)N=C(SCc2ccccc2)c2c(nc3n2CCC3)N1 (stereo not drawn)
→ x	2	2
CC(C)(C)COC(=O)N1CCC2(CCCNC2)C1 (stereo not drawn)
→ -3	-6	x
O=C(c1ccc(Cl)c(Cl)c1)C12CN3CN(CN(C3)C1)C2
→ -4	-3	-1
Cc1ccc(Cn2cccc(C(=O)Nc3cc(Cl)ccc3C#N)c2=O)cc1
→ x	-3	11
O=C(Cc1ccsc1)N1CCN(Cc2ccc(-c3noc(-c4cccnc4)n3)cc2)CC1
→ -7	-3	7
Cc1cc(CC(=O)N2[C@H]3CCNC[C@@H]2CC3)on1
→ -8	-6	12
CCOC(=O)CC1NC2CCCCC2NC1=O (stereo not drawn)
→ -5	-10	x
Cc1sc2ncn(CCS(=O)(=O)F)c(=O)c2c1C
→ x	-2	2
CN(CCc1ccccn1)CCC1CCCCC1
→ -6	-11	-4
Cc1ccc(N2C(=O)NC(=O)/C(=C\C=C\c3ccccc3)C2=O)cc1
→ -5	-5	8

Carrying on.
Values run as follows: mcGAS inh	hcGAS inh	NPYLR7 agonist
Cc1nc(C(F)(F)F)nc(N2CCOC3(CNCCOC3)C2)c1C (stereo not drawn)
→ x	-4	19
Clc1ccc(C2CC(c3cccnc3)=Nc3ncnn32)cc1 (stereo not drawn)
→ x	-7	20
O=C(C(O)c1ccccc1)N1CCN(CCOC(c2ccccc2)c2ccc(F)c(F)c2)CC1 (stereo not drawn)
→ -5	-3	13
CCCC1N2CC3(C)CN1CC(C)(C2)C3=O (stereo not drawn)
→ -5	0	5
CC(C)c1nccc(CN2CCCN3CCC[C@H]3C2)n1
→ x	-4	1
Cc1ccsc1C(=O)C1CCCN(Cc2cccn2-c2cccnc2)C1 (stereo not drawn)
→ -1	6	-8
N#CC(C#N)=Cc1sc2ccccc2c1Cl
→ x	-6	21
C[N+]1(CC2COC(c3ccco3)O2)CCCCC1 (stereo not drawn)
→ -5	-7	x
CCN1C[C@]2(COC(=O)c3ccccc3N3C(=O)C[C@H](C)C3=O)CC[C@H](OC)[C@]34C2[C@H](OC)[C@](O)([C@H]13)[C@@]1(O)C[C@H](OC)[C@H]2C[C@@H]4[C@@H]1[C@H]2OC
→ x	5	1
O=c1cc(-c2ccccc2)[se]c2ccccc12
→ x	5	12

Going on with the list:
Values run as follows: mcGAS inh	hcGAS inh	NPYLR7 agonist
COc1ccc(C(=O)N(Cc2cc(NC(=O)C3CCCC3)ccc2N(C)C2CCN(C)CC2)CC(C)C)cc1
→ -2	1	-2
Cc1cccc(CN(C(=O)Nc2ccccc2Br)C2CCN(Cc3ccccc3)CC2)n1
→ -1	-4	x
C[C@]12CC[C@H]3[C@@H](CCC4=CC(=O)CC[C@@H]43)[C@@H]1CC[C@@H]2O
→ x	-5&-4	8&-12
O=C(O)CCC1NCC2CC1CN1CCCC[C@@H]21 (stereo partly drawn)
→ -3	0	4
O=C(O)CCC(=NNP(=S)(c1ccccc1)c1ccccc1)C(=O)O
→ -3	-2	4
CCOC(=O)[C@H]1C[C@@H]2O[C@H]1[C@H]1CN(Cc3cncnc3)C[C@H]1[C@@H]2O
→ -5	-5	5
CNc1cc(C(=O)N2CCN3CCNC(=O)C3C2)ccn1 (stereo not drawn)
→ x	-9	7
CCN(CC)c1ccc(C=C2C(=O)N(c3ccccc3)C(=S)N(c3ccccc3)C2=O)cc1
→ -6	-3	-2
N#CC1(N)C2CN3CCN(C2)CC1(c1ccccc1)C3 (stereo not drawn)
→ x	0	0
CCOC(=O)c1c(C)n(C2CCCCC2)c2ccc(O)cc12
→ -5	-2	-3

The list continues:
Values run as follows: mcGAS inh	hcGAS inh	NPYLR7 agonist
CC(C)NC(C)Cc1ccc(I)cc1 (stereo not drawn)
→ -3	-8	5
CCCN1CCCN(C(=O)Cc2c(C)nn(C)c2C)CC1
→ x	-8	4
Cc1cc(C(=O)N2CC[C@H]3CC[C@@H](C2)N3)cc(=O)[nH]1
→ x	-4	0
Cc1ccc(-n2nc(C(C)(C)C)c3c2N(CC(=O)O)C(=O)CSC3c2ccccc2F)cc1 (stereo not drawn)
→ -3	2	-6
COc1ccc2c(c1)c(C(=O)N1CCN(CCO)CC1)nn2Cc1ccc(OCc2ccccc2)cc1
→ -5	-3	5
Cc1cc(C(=O)N2CCN3CCN(C)C(=O)C3C2)c(=O)[nH]c1C (stereo not drawn)
→ x	5	3
OC1(c2ccccc2)C[N+]2=C(CCCCC2)N1Cc1ccccc1 (stereo not drawn)
→ x	1	2
O=S(=O)(c1ccc(C(F)(F)F)cc1)N1CCN(CCOC(c2ccccc2)c2ccc(F)c(F)c2)CC1 (stereo not drawn)
→ -9	-7	4
C1=NC2(CCNCC2)SC1Cc1ccccc1 (stereo not drawn)
→ x	-9	23
Oc1ccc(N2CCN(Cc3c(F)cccc3Cl)CC2)cc1
→ -7	-5	9

Additional structures
Values run as follows: mcGAS inh	hcGAS inh	NPYLR7 agonist
NCCc1c[nH]c2ccc(C(N)=O)cc12
→ -2	-3&1	-9&0
CCCCc1ncc(-c2nccn2C(C)c2ccc(C)nc2)[nH]1 (stereo not drawn)
→ -16	-5	11
CCC1CN(Cc2cccc(F)c2C)CCN1C(C)C (stereo not drawn)
→ -11	-5	7
COc1cc2c(cc1OC)[C@@H]1C(=O)c3ccc4oc(C(C)C)cc4c3O[C@@H]1CO2
→ -2	-2	x
COP(=S)(OC)SCn1nnc2ccccc2c1=O
→ x	-4	-5
CCOC(=O)C1C(C=C(C)C)C1(C)C (stereo not drawn)
→ -5	-4	-12
CS(=O)(=O)Nc1c([N+](=O)[O-])cccc1[N+](=O)[O-]
→ x	-3	-1
CC(C)(C)c1nn(-c2cccc(F)c2)c2c1C(c1ccccc1Cl)SCC(=O)N2CC(=O)NC1CC1 (stereo not drawn)
→ -3	-2	15
CC12CN3CCN(C1)CC(C)(C3)C2=O
→ x	-10	3
CCCCCCC(C)(C)c1ccc([C@@H]2C[C@H](O)CC[C@H]2CCCO)c(O)c1
→ -4	-3	6

Laid out differently: results already given.
Molecule | mcGAS inh | hcGAS inh | NPYLR7 agonist
COc1ccc2c(c1)c(C(=O)N1CCN(CCO)CC1)nn2Cc1ccc(OCc2ccccc2)cc1 | -5 | -3 | 5
Cc1cc(C(=O)N2CCN3CCN(C)C(=O)C3C2)c(=O)[nH]c1C (stereo not drawn) | x | 5 | 3
OC1(c2ccccc2)C[N+]2=C(CCCCC2)N1Cc1ccccc1 (stereo not drawn) | x | 1 | 2
O=S(=O)(c1ccc(C(F)(F)F)cc1)N1CCN(CCOC(c2ccccc2)c2ccc(F)c(F)c2)CC1 (stereo not drawn) | -9 | -7 | 4
C1=NC2(CCNCC2)SC1Cc1ccccc1 (stereo not drawn) | x | -9 | 23
Oc1ccc(N2CCN(Cc3c(F)cccc3Cl)CC2)cc1 | -7 | -5 | 9
NCCc1c[nH]c2ccc(C(N)=O)cc12 | -2 | -3&1 | -9&0
CCCCc1ncc(-c2nccn2C(C)c2ccc(C)nc2)[nH]1 (stereo not drawn) | -16 | -5 | 11
CCC1CN(Cc2cccc(F)c2C)CCN1C(C)C (stereo not drawn) | -11 | -5 | 7
COc1cc2c(cc1OC)[C@@H]1C(=O)c3ccc4oc(C(C)C)cc4c3O[C@@H]1CO2 | -2 | -2 | x
COP(=S)(OC)SCn1nnc2ccccc2c1=O | x | -4 | -5
CCOC(=O)C1C(C=C(C)C)C1(C)C (stereo not drawn) | -5 | -4 | -12
CS(=O)(=O)Nc1c([N+](=O)[O-])cccc1[N+](=O)[O-] | x | -3 | -1
CC(C)(C)c1nn(-c2cccc(F)c2)c2c1C(c1ccccc1Cl)SCC(=O)N2CC(=O)NC1CC1 (stereo not drawn) | -3 | -2 | 15
CC12CN3CCN(C1)CC(C)(C3)C2=O | x | -10 | 3
CCCCCCC(C)(C)c1ccc([C@@H]2C[C@H](O)CC[C@H]2CCCO)c(O)c1 | -4 | -3 | 6

Further results follow:
Values run as follows: mcGAS inh	hcGAS inh	NPYLR7 agonist
N#CC(=Cc1ccc(O)c(O)c1)C(N)=S
→ 5	10	3
COc1ccccc1C1SCC(=O)N(CC(=O)O)c2c1c(-c1ccccc1)nn2-c1cccc(C)c1 (stereo not drawn)
→ -6	-4	-2
O=[N+]([O-])c1cc(F)ccc1N1CCN(Cc2ccccc2)CC1
→ x	-5	21
O=S(=O)(c1ccc(C(F)(F)F)cc1)N1CCN(CCOC(c2ccc(F)cc2)c2ccc(F)cc2)CC1
→ -6	-1	2
Cc1cc(NC(=O)c2cccn(Cc3cccc(Cl)c3)c2=O)c2ccccc2n1
→ x	-14	16
c1ccc(N=Nc2ccccc2)cc1
→ -4	-4	x
Cc1ccccc1CC(=O)N1CCN(Cc2ccc(-c3noc(-c4cccnc4)n3)cc2)CC1
→ -2	1	1
COc1ccccc1CC(C)N(C)C(=O)NC1CCSCC1 (stereo not drawn)
→ -5	0	5
N#Cc1cc2c(nc1SCC(=O)N1CCNC1=O)CCC2
→ x	11	2
Cc1ccc(C(=O)N2CCN(C)C3(CCN(C)CC3)C2)c(=O)[nH]1
→ 0	4	0

Other structures:
Values run as follows: mcGAS inh	hcGAS inh	NPYLR7 agonist
COc1ccccc1[C@@H]1CN(C(=O)c2cnoc2C)[C@@H]2C3CCN(CC3)[C@@H]21
→ x	-3	-2
CC1=C(C(=O)OCc2ccccc2)C2(C(=O)Nc3ccccc32)C(C#N)C(=N)O1 (stereo not drawn)
→ -4	-2	-3
Cc1noc(C)c1CC(=O)N1CCCC(N2CCN(c3cccc(Cl)c3)CC2)C1 (stereo not drawn)
→ x	-7	4
CNc1ccc(Cl)cc1C(=O)c1ccccc1
→ -3	-5	5
Cn1c(=O)oc2cc(S(=O)(=O)N3CC4CC(C3)c3cccc(=O)n3C4)ccc21 (stereo not drawn)
→ -5	-5	4
CCN1C[C@]2(C)CC[C@H](OC)[C@@]34C1[C@]1(OCO[C@@]15C[C@H](OC)[C@H]1C[C@]3(O)[C@@H]5[C@H]1OC)[C@@H](OC(C)=O)[C@H]24
→ -5	-11	-8
Cc1ccccc1-n1cc(C2=CCN(CCN3CCCCC3)CC2)cn1
→ x	-8	10
CCOC(=O)C1C(=N)Oc2cc(C)n(CC)c(=O)c2C12C(=O)N(C)c1ccccc12 (stereo not drawn)
→ -10	-5	-1
NP(=O)(Oc1ccccc1F)Oc1ccccc1F
→ x	-5	6
Cc1cc(C(=O)OCC(=O)N(C2=CCCCC2)C2CC2)c(C)n1C1CC1
→ x	-1	11

Next section.
Values run as follows: mcGAS inh	hcGAS inh	NPYLR7 agonist
COc1ccc(C(=O)N2CCCC2=O)cc1
→ -4&-3	-6&-3	-10&8
CC(C)n1ccnc1CN1CCC2(CC1)C(=O)N(C)c1ccccc12
→ -17	-3	3
Cc1ccc(N=P(N(C)C)(N(C)C)C(C)(C)C)c(C)c1
→ x	-6	4
COc1cc2c(cc1OC)[C@@H]1C(=O)c3ccc4c(c3O[C@@H]1CO2)CC(C(C)C)O4 (stereo partly drawn)
→ x	-8	-5
CC(C)(C)NC(=S)N1CCn2cccc2C1c1cccnc1 (stereo not drawn)
→ x	-9	-2
CC1CCN(c2nc3c(c(=O)[nH]2)C(c2ccccc2F)C(C#N)C(=O)N3)CC1 (stereo not drawn)
→ -8	-5	3
COCCNC(=O)C1[C@H]2CN(C3CCCC3)C[C@@H]12 (stereo partly drawn)
→ -5	-10	x
FC1(F)Oc2cccc(C3NCCc4[nH]cnc43)c2O1 (stereo not drawn)
→ x	-8	10
Cc1nn(-c2ccccc2)c(Cl)c1C1c2c(c3ccccc3oc2=O)OC(=N)C1C#N (stereo not drawn)
→ 1	2	-7
CCCCC[C@@H](O)[C@H]1C(=O)O[C@H](C)[C@@H](O)/C=C/C=C/C=C/C=C/C=C(\C)[C@@H](O)[C@H](O)[C@H](O)C[C@H](O)C[C@H](O)C[C@H](O)C[C@H](O)C[C@@H]1O
→ -3	0	-8

(further entries)
Values run as follows: mcGAS inh	hcGAS inh	NPYLR7 agonist
NC(N)=NOCC[C@H](N)C(=O)O
→ -3&-1	-7&-5&3	-1&0
O=C(Nc1cccnc1)c1cccn(Cc2ccccc2Cl)c1=O
→ x	-1	-2
Nc1ncccc1CN1C[C@@H]2[C@@H]3CC[C@@H](C3)[C@@H]2C1
→ -10	-5	1
CN1C(=O)C(C2c3ccccc3Oc3c2c(=O)n(C)c(=O)n3C)C(=O)N(C)C1=O (stereo not drawn)
→ x	-2	-5
Cn1nc(-c2cccc3c2CCNC3)c2cc(F)ccc21
→ -3	2	2
COc1cccc(CC(C)NCc2n[nH]c3c2CCCCC3)c1 (stereo not drawn)
→ x	6	7
O=C1CN(O)C(c2ccccc2)=c2cc(Br)ccc2=N1
→ 1	7	1

Screening results (PubChem)
